Screens from PubChem.
PRC2 inh: inhibitors of human EZH2/PRC2 methyltransferase | Q15910 | PRC2 H3K27 methylation, DELFIA TRF, 1 h | inhibition, % at 12.5 µM | hit rate 0.35% among 57,000 | AID 651548;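 active = mean inhibition of replicates at least 50% and every single replicate also reaching 50%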;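 also: dimethyl H3K27 on biotinylated H3 21-44 peptide detected by antibody; plate controls were median neutral control wells for no effect and median positive control wells for full effect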
Target sequence (Q15910 whole entry, looked up): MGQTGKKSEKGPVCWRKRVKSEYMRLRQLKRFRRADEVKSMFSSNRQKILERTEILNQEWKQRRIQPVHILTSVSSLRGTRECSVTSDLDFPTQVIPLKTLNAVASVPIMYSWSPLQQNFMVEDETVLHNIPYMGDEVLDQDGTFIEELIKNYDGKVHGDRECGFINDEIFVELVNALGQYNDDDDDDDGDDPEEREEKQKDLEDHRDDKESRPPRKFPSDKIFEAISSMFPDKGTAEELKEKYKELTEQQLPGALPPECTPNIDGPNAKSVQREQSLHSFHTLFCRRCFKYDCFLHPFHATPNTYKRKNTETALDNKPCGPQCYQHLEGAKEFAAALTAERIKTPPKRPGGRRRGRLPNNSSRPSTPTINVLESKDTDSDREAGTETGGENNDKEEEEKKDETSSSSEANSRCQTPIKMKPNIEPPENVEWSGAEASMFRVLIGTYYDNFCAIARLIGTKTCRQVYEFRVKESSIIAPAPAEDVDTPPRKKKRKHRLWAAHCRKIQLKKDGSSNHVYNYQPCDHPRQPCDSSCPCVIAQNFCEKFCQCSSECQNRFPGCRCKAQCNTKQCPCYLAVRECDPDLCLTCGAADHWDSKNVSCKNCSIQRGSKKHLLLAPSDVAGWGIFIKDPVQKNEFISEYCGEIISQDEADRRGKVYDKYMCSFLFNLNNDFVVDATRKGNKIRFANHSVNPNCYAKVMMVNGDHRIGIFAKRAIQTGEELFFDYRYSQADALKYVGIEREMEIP
IDH1 R132H inh: inhibitors of human IDH1 R132H; O75874; IDH1 R132H reductase, diaphorase/resazurin fluorescence, 60 min; inhibition, % at 10 µM; hit rate 0.18% among 70,000; AID 624101; in the data active = inhibition above about 34%;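 also: 0% = DMSO and 100% = no enzyme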
Active calls of the source: *; · = not tested or not shown. A portion of the library; rates above refer to the full screens.

Order of results – PRC2 inh	IDH1 R132H inh
C[C@@H]1CCCCO[C@H](CN(C)S(=O)(=O)c2ccccc2)[C@@H](C)CN([C@@H](C)CO)C(=O)c2cc(NS(C)(=O)=O)ccc2O1
 : ·	-1.0
Cc1ccc(S(=O)(=O)N(C)C[C@H]2Oc3ccc(NS(=O)(=O)c4cccs4)cc3CC(=O)N([C@@H](C)CO)C[C@@H]2C)cc1
 : ·	0.4
CCCN(C)C[C@H]1Oc2ncc(C#CCOC)cc2C(=O)N([C@H](C)CO)C[C@H]1C
 : 1	0.5
C[C@H]1CN([C@@H](C)CO)C(=O)c2cc(NC(=O)CCC(F)(F)F)ccc2O[C@@H]1CN(C)Cc1ccc(C(=O)Nc2ccccc2N)cc1
 : -13	-0.1
C/C=C/c1cnc2c(c1)C(=O)N([C@H](C)CO)C[C@H](C)[C@@H](CN(C)C(=O)C1CCOCC1)O2
 : -5	-1.6
C[C@@H]1CN([C@@H](C)CO)C(=O)c2cc(C3=CCCC3)cnc2O[C@@H]1CN(C)Cc1ccccc1
 : 4	-1.0
C[C@@H]1CCCCO[C@@H](CN(C)Cc2ccncc2)[C@H](C)CN([C@H](C)CO)C(=O)c2cc(NC(=O)CCCN(C)C)ccc2O1
 : 2	13
C[C@@H]1CN([C@@H](C)CO)C(=O)c2cc(C#CCN(C)C)cnc2O[C@@H]1CN(C)Cc1ccccn1
 : -4	1.1
C[C@@H]1CN([C@@H](C)CO)C(=O)c2cc(C#CCN(C)C)cnc2O[C@@H]1CN(C)S(C)(=O)=O
 : 1	0.0
CO[C@H]1CN(C)C(=O)c2ccc(NC(=O)Nc3ccccc3)cc2OC[C@H](C)N(C(C)=O)C[C@H]1C
 : -8	0.0
C[C@H](NC(=O)C[C@@H]1C[C@@H]2c3cc(NC(=O)CC4CC4)ccc3O[C@@H]2[C@@H](CO)O1)c1ccccc1
 : -8	1.1
CC(C)NC(=O)N(C)C[C@H]1Oc2cc(C#CCN(C)C)ccc2S(=O)(=O)N([C@H](C)CO)C[C@@H]1C
 : 2	0.6
C[C@@H]1CCCCO[C@H](CN(C)Cc2ccc(Cl)c(Cl)c2)[C@H](C)CN([C@@H](C)CO)C(=O)c2cc(NC(=O)Nc3ccc4c(c3)OCO4)ccc2O1
 : ·	1.3
C#Cc1ccc([C@@H]2C=C(C(=O)N3CCOCC3)O[C@H](OCC)[C@H]2CCCO)cc1
 : 6	·
C[C@H]1CN([C@@H](C)CO)C(=O)c2cccc(NC(=O)CCCCCC(=O)Nc3ccccc3N)c2O[C@@H]1CN(C)S(C)(=O)=O
 : -2	0.4
COc1ccc(N(C(=O)c2cccnc2)S(=O)(=O)c2cccs2)cc1
 : -18	0.2
O=S(=O)(c1ccccc1)n1ccc(-c2ccc(C#Cc3ccccc3)cc2)n1
 : 1	0.5
COc1ccc(S(=O)(=O)Nc2cccc3c2O[C@H](CN(C)S(=O)(=O)c2cccs2)[C@@H](C)CN([C@@H](C)CO)C3=O)cc1
 : ·	0.1
COCCOC(=O)N1C(=O)[C@@]2(c3cc(C#CCCO)ccc31)[C@H](C(=O)N1CCN(c3ncccn3)CC1)[C@H]1C(=O)O[C@H](c3ccccc3)[C@H](c3ccccc3)N1[C@@H]2c1ccccc1OCCO
 : -6	0.5
C[C@@H]1CN([C@H](C)CO)C(=O)Cc2cc(NC(=O)c3ccncc3)ccc2O[C@@H]1CN(C)C
 : 3	·
O=C(NCC[C@@H]1CC[C@H](NC(=O)C2CCCC2)[C@H](CO)O1)c1cnccn1
 : 7	0.2
COC(=O)N(C)C[C@@H]1OCc2ccccc2-c2ccccc2C(=O)N([C@H](C)CO)C[C@@H]1C
 : 1	-2.4
CCCC#Cc1ccc2c(c1)O[C@@H](CN(C)CCC)[C@H](C)CN([C@@H](C)CO)S2(=O)=O
 : 11	-2.0
C[C@@H]1CN([C@H](C)CO)C(=O)c2cc(NS(C)(=O)=O)ccc2O[C@@H](C)CCCCO[C@@H]1CN(C)C(=O)CCC(F)(F)F
 : 3	1.7
CO[C@@H]1CN(C)C(=O)c2cc(NS(=O)(=O)c3ccccc3)ccc2OC[C@@H](C)N(Cc2nccs2)C[C@H]1C
 : 4	0.1
Cc1cc([N+](=O)[O-])ccc1NC(=O)CSc1nnc(-c2ccc(Cl)cc2Cl)n1C
 : 1	0.1
CC(C)=CCC[C@H](C)C/C=N/NC(=O)CCCCCCC(=O)O
 : 6	0.3
CC(C)NC(=O)N[C@H]1CC[C@H](CCNC(=O)C2CCOCC2)O[C@@H]1CO
 : -1	0.2
CCO[C@@H]1OC(C(=O)N2CCN(Cc3ccc4c(c3)OCO4)CC2)=C[C@H](C2CCCCC2)[C@H]1CCCO
 : 17	·
COc1ccc(S(=O)(=O)N(C)C[C@@H]2Oc3c(NC(=O)Nc4ccc(C(F)(F)F)cc4)cccc3C(=O)N([C@@H](C)CO)C[C@@H]2C)cc1
 : ·	1.8

The closing 5 entries of the section before lead into the next.
Order of results – PRC2 inh	IDH1 R132H inh
Cc1cc([N+](=O)[O-])ccc1NC(=O)CSc1nnc(-c2ccc(Cl)cc2Cl)n1C
 : 1	0.1
CC(C)=CCC[C@H](C)C/C=N/NC(=O)CCCCCCC(=O)O
 : 6	0.3
CC(C)NC(=O)N[C@H]1CC[C@H](CCNC(=O)C2CCOCC2)O[C@@H]1CO
 : -1	0.2
CCO[C@@H]1OC(C(=O)N2CCN(Cc3ccc4c(c3)OCO4)CC2)=C[C@H](C2CCCCC2)[C@H]1CCCO
 : 17	·
COc1ccc(S(=O)(=O)N(C)C[C@@H]2Oc3c(NC(=O)Nc4ccc(C(F)(F)F)cc4)cccc3C(=O)N([C@@H](C)CO)C[C@@H]2C)cc1
 : ·	1.8
CC1CCc2c(sc3ncnc(SCCOc4ccccc4)c23)C1 (stereo unspecified)
 : 10	0.6
C/C=C/c1ccc2c(c1)O[C@@H](CN(C)C(=O)Nc1ccccc1)[C@H](C)CN([C@@H](C)CO)S2(=O)=O
 : -10	-5.1
CCCC(=O)Nc1ccc2c(c1)OC[C@H](C)N(C)C[C@@H](C)[C@H](OC)CN(C)C2=O
 : 2	-0.2
O=C(C[C@H]1CC[C@H](NC(=O)Nc2cc(F)ccc2F)[C@@H](CO)O1)Nc1ccc(-c2ccccc2)cc1
 : -7	0.3
C[C@H](CO)N1C[C@H](C)[C@@H](CN(C)C(=O)c2ccncc2)OCc2cn(nn2)CCCC1=O
 : 2	·
Cc1ccc(S(=O)(=O)N[C@@H]2CC[C@@H](CCNC(=O)Cc3ccccn3)O[C@H]2CO)cc1
 : -11	0.0
C=C(C)[C@@H]1CC=C(/C=N/NC(=O)CCCCCC(=O)O)CC1
 : 3	-0.4
COc1ccccc1-c1ccc2c(c1)O[C@H](CN(C)C(C)=O)[C@@H](C)CN([C@@H](C)CO)S2(=O)=O
 : ·	0.0
CO[C@@H]1CN(C)C(=O)c2ccc(NC(=O)c3nc4ccccc4s3)cc2OC[C@H](C)N(Cc2ccncc2)C[C@H]1C
 : -11	19
COc1ccc(NC(=O)N(C)C[C@H]2OCc3ccccc3-c3c(n(C)c4ccccc34)C(=O)N([C@@H](C)CO)C[C@H]2C)c(OC)c1
 : -27	·
Cc1ccccc1-c1ccc2c(c1)O[C@H](CN(C)Cc1ccc(C(=O)O)cc1)[C@@H](C)CN([C@@H](C)CO)S2(=O)=O
 : 36	15
COc1ccc(NC(=O)c2ccco2)cc1NC(=O)COc1cc(C)c(Cl)c(C)c1
 : -8	-0.5
C[C@@H]1CN([C@H](C)CO)C(=O)c2cc(C#Cc3ccccc3)cnc2O[C@H]1CN(C)Cc1ccccn1
 : ·	-0.3
CC(C)CC#Cc1ccc2c(c1)O[C@@H](CN(C)C(=O)Cc1ccccn1)[C@@H](C)CN([C@@H](C)CO)S2(=O)=O
 : -12	-0.2
CN(C)C(=O)C[C@H]1C[C@@H]2c3cc(NC(=O)Nc4ccccc4)ccc3O[C@@H]2[C@H](CO)O1
 : 8	0.0
CCC(=O)Nc1ccc2c(c1)OC[C@H](C)N(Cc1ccccc1OC)C[C@@H](C)[C@@H](OC)CN(C)C2=O
 : -9	-0.2
COc1cccc(N(CC(=O)Nc2ccc(I)cc2C)S(C)(=O)=O)c1
 : 28	0.9
COc1cccc(S(=O)(=O)Nc2ccc3c(c2)[C@@H]2C[C@@H](CC(=O)NCC(F)(F)F)O[C@@H](CO)[C@@H]2O3)c1
 : -1	-0.3
CCC(=O)N(C)C[C@@H]1Oc2cc(C#Cc3cccnc3)ccc2S(=O)(=O)N([C@H](C)CO)C[C@H]1C
 : ·	0.1
CO[C@H](CN(C)C(=O)C1CCOCC1)[C@H](C)CN(C(=O)Nc1ccc(F)cc1)[C@H](C)CO
 : -8	0.1
C[C@@H]1CN([C@@H](C)CO)C(=O)c2cc(C#Cc3ccc(F)cc3)cnc2O[C@@H]1CN(C)Cc1ccccn1
 : ·	-2.8
CC(C)C#Cc1ccc2c(c1)O[C@@H](CN(C)C(=O)c1ccncc1)[C@H](C)CN([C@@H](C)CO)S2(=O)=O
 : -1	2.5
Cc1ccc(S(=O)(=O)Nc2ccc3c(c2)C(=O)N([C@@H](C)CO)C[C@@H](C)[C@H](CN(C)C(=O)Cc2ccccc2)OCCCC[C@H](C)O3)cc1
 : ·	-0.2
CO[C@H]1CN(C)C(=O)c2ccc(NC(=O)C3CC3)cc2OC[C@@H](C)N(C(C)=O)C[C@@H]1C
 : 3	0.3
COC(=O)CN(c1cc(Cl)ccc1OC)S(C)(=O)=O
 : 4	-0.8
C[C@H](CO)N1C[C@H](C)[C@@H](CN(C)C(=O)Nc2ccc(F)cc2)Oc2cc(Br)ccc2S1(=O)=O
 : -9	·
C[C@H](CO)N1C[C@H](C)[C@@H](CN(C)C(=O)CN(C)C)Oc2cc(C#CCN(C)C)ccc2S1(=O)=O
 : 23	-2.6
C[C@H]1CN([C@@H](C)CO)C(=O)c2cc(NS(=O)(=O)c3cccs3)ccc2O[C@@H]1CN(C)C
 : 11	1.0
CCCC#Cc1cnc2c(c1)C(=O)N([C@H](C)CO)C[C@H](C)[C@@H](CN(C)C(=O)c1cccc(F)c1)O2
 : ·	0.0
COC(=O)Nc1nc2ccc(Sc3ccccc3)cc2[nH]1
 : -15	-0.2
C[C@@H]1CN([C@@H](C)CO)C(=O)c2cc(NS(=O)(=O)c3ccccc3)ccc2O[C@@H](C)CCCCO[C@@H]1CN(C)C(=O)c1ccccc1
 : ·	-2.4
CC(C)NC(=O)N(C)C[C@H]1Oc2c(NC(=O)Nc3ccccc3)cccc2C(=O)N([C@@H](C)CO)C[C@@H]1C
 : 27	-0.1
Cc1ccc(S(=O)(=O)NC(C)C(=O)Nc2ccc(Br)cc2)cc1 (stereo unspecified)
 : 6	0.0
CO[C@H]1CN(C)C(=O)c2cc(NC(=O)C3CCOCC3)ccc2OC[C@@H](C)N(C(C)=O)C[C@H]1C
 : 8	-0.1
CN(C)CC(=O)N[C@@H]1C=C[C@@H](CC(=O)NCc2ccccc2F)O[C@@H]1CO
 : 2	0.4
CC(C)CC#Cc1cnc2c(c1)C(=O)N([C@@H](C)CO)C[C@H](C)[C@@H](CN(C)C(=O)c1ccccc1F)O2
 : 8	-5.2
CCOC(=O)c1sc2ncn(CC(=O)Nc3ccc(F)c(Cl)c3)c(=O)c2c1C
 : 3	0.2
C[C@H]1CN([C@@H](C)CO)C(=O)Cc2cc(NS(=O)(=O)c3cccs3)ccc2O[C@@H]1CN(C)S(C)(=O)=O
 : ·	0.1
CCS(=O)(=O)Nc1ccc2c(c1)C(=O)N(C)C[C@H](OC)[C@H](C)CN(C(=O)COC)[C@@H](C)CO2
 : 8	0.0
C[C@@H]1CN([C@H](C)CO)C(=O)c2cccc(NC(=O)CCCCCC(=O)Nc3ccccc3N)c2O[C@@H]1CN(C)Cc1ccc(-c2ccccc2)cc1
 : -11	0.5
CC(C)NC(=O)N(C)C[C@H]1Oc2ccc(NC(=O)Nc3ccc(C(F)(F)F)cc3)cc2CC(=O)N([C@H](C)CO)C[C@H]1C
 : -7	0.1
C[C@@H]1CCCCO[C@@H](CN(C)S(=O)(=O)c2ccc(F)cc2)[C@@H](C)CN([C@@H](C)CO)C(=O)c2cc(NC(=O)Nc3cccc4ccccc34)ccc2O1
 : ·	2.5
CNC[C@H]1OCCCC[C@@H](C)Oc2ccc(NC(=O)Nc3ccccc3)cc2C(=O)N([C@H](C)CO)C[C@@H]1C
 : 7	3.7
CC(C)NC(=O)Nc1cccc2c1O[C@@H](CN(C)Cc1ccccc1)[C@@H](C)CN([C@H](C)CO)C2=O
 : -10	0.4
C[C@H]1CN([C@@H](C)CO)C(=O)Cc2cc(NS(=O)(=O)c3cn(C)cn3)ccc2O[C@H]1CN(C)S(=O)(=O)c1ccc(Cl)cc1
 : ·	0.3
CO[C@H]1CN(C)C(=O)c2cc(NC(=O)c3ccccc3)ccc2OC[C@H](C)N(C(=O)C2CC2)C[C@@H]1C
 : 5	0.0
COCCNC(=O)C[C@@H]1C[C@H]2c3cc(NC(=O)NC4CCCC4)ccc3O[C@H]2[C@H](CO)O1
 : 3	-1.8
C[C@@H]1CN([C@@H](C)CO)C(=O)c2cccc(NS(=O)(=O)c3ccc(Cl)cc3)c2O[C@H]1CN(C)C(=O)Nc1ccc(C(F)(F)F)cc1
 : ·	1.2
COCC(=O)N(C)C[C@H]1Oc2cc(C#Cc3ccccc3)ccc2S(=O)(=O)N([C@H](C)CO)C[C@H]1C
 : -18	0.4

A portion of the results above, for reference:
Order of results – PRC2 inh	IDH1 R132H inh
CC(C)NC(=O)N(C)C[C@H]1Oc2ccc(NC(=O)Nc3ccc(C(F)(F)F)cc3)cc2CC(=O)N([C@H](C)CO)C[C@H]1C
 : -7	0.1
C[C@@H]1CCCCO[C@@H](CN(C)S(=O)(=O)c2ccc(F)cc2)[C@@H](C)CN([C@@H](C)CO)C(=O)c2cc(NC(=O)Nc3cccc4ccccc34)ccc2O1
 : ·	2.5
